# PG9 Ab binder: PG9 antibody binding by small molecule | inhibition, % at 6.7 µM | TR-FRET gp120-PG9 antibody binding | hit rate 0.43% among 360,000; in the data active = inhibition above about 8.5%
# ssDAF12 agonist: activators of S. stercoralis DAF-12 nuclear receptor; hit rate 1% among 370,000; activation, % at 6.8 µM; HEK293 ssDAF-12/GRIP1 lit1-tk-luc reporter, luminescence; % of 3 µM dafachronic acid response; AID 652126;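 active = activation above the mean over all tested compounds plus 3 SD, cut at about 0.9% in these data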;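 also: 0% = DMSO-only wells and 100% = 3 µM delta7-dafachronic acid wells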
# ADAM10 inh: inhibitors of human ADAM10 | recombinant ADAM10, EDANS/DABCYL FRET peptide cleavage, 3 h | inhibition, % at 7 µM | hit rate 0.62% among 370,000;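 active = inhibition above a per-campaign cutoff equal to the mean of compounds falling between control-based bounds plus 3 SD, cut at about 20% in these data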;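 also: 0% = DMSO wells while the 100% control is not disclosed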
# FXN GAA850 act: frataxin GAA850 promoter activation; HEK293 lucGAA850 FXN promoter luciferase reporter, 24 h; percent of 10 µM SAHA response; activation, % at 6 µM; hit rate 0.56% among 360,000; AID 540364;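 active = activation above the average of all compounds screened plus 3 SD, cutoff fixed separately per campaign, cut at about 7.5% in these data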;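 also: 0% = DMSO wells and 100% = 10 µM SAHA wells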
# ADAM17 inh: ADAM17 inhibition, QFRET primary screen; inhibition, % at 6.95 µM; hit rate 0.83% among 370,000; AID 720648; P78536; recombinant ADAM17, EDANS/DABCYL FRET peptide cleavage;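 active = inhibition above the mean of compounds lying between control limits plus 3 SD, set per campaign, cut at about 8.5% in these data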;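 also: 0% = DMSO-only wells as the low control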
# Target sequence (P78536 215-824 limits assumed): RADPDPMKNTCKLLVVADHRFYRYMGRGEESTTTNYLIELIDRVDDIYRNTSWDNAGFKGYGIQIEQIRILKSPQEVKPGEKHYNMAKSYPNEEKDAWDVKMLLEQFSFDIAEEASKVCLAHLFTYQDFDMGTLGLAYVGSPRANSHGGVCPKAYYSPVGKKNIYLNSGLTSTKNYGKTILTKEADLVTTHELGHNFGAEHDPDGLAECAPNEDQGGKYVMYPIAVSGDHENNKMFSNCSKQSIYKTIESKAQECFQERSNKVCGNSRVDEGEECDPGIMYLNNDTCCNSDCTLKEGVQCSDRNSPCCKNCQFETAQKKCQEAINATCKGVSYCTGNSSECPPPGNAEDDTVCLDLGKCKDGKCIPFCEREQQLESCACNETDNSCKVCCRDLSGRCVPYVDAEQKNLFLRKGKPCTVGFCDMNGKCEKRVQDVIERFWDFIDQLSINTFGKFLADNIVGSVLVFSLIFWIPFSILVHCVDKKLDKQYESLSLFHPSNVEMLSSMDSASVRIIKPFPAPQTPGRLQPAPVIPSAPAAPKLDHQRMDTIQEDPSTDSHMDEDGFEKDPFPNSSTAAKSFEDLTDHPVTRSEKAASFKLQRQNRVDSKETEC
# SMARCA2 activ: activators of SMARCA2 function. MG213 cells, MMTV-luciferase reporter, dexamethasone, overnight. activation, % at 9.1 µM. hit rate 1% among 370,000. AID 652017; in the data active = activation above about 7.8%;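 also: 0% = vehicle wells and 100% = reference activator wells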
# hgDAF-12 ag: agonists of H. glycines DAF-12 nuclear receptor | HEK293 GAL4-hgDAF12 UAS-luciferase reporter, agonist luminescence; normalized to butyrate control | hit rate 1.8% among 370,000 | AID 687014 | activation, % at 6.8 µM;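 active = activation above a cutoff set at the mean of all screened compounds plus 3 SD, cut at about 10% in these data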;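 also: 0% = DMSO wells and 100% = sodium butyrate wells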
# DAX1 inh-1: inhibitors of human orphan nuclear receptor DAX1 (NR0B1). HEK293 Gal4-DAX1 luciferase reporter, luminescence. AID 504766. hit rate 0.99% among 340,000. inhibition, % at 6.75 µM;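 active = inhibition above the mean over all tested compounds plus 3 SD, cut at about 4.2% in these data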;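 also: 0% = DAX1-transfected cells with DMSO and 100% = empty-vector control cells with DMSO; inhibition shows as a rise in luminescence from relieved DAX1 repression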
# Target sequence (P51843 207-470 limits assumed): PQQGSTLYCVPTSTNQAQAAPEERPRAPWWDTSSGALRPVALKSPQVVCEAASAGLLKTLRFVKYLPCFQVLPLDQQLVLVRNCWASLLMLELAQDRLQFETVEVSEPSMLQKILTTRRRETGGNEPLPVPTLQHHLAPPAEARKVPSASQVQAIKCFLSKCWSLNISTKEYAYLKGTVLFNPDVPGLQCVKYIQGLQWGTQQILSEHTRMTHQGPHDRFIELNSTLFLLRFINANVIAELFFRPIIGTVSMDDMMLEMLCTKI
# hcDAF12 agonist: activates DAF-12 receptor from parasite H. contortus; HEK293 hcDAF-12 lit1-tk-luc reporter, luminescence; 0% DMSO, 100% Δ7-dafachronic acid; activation, % at 6.8 µM; hit rate 1.4% among 370,000;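 active = activation above the mean of all tested compounds plus 3 SD, cut at about 5.5% in these data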;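 also: 100% = response to 3 µM Δ7-dafachronic acid high control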
# NPR1 activator: GC-A (human) enzyme activation; HEK293 GC-A cells, cGMP TR-FRET, EC30 ANP; 0% at EC30 ANP, 100% saturating ANP; activation, % at 10 µM; hit rate 0.14% among 370,000; AID 1671463; in the data active = activation above about 40%
# DAX1 inh-2: inhibitors of DAX1 repression of SF-1 activated StAR promoter; HEK293T StAR-luciferase reporter, SF-1/DAX-1 repression relief; inhibition, % at 6.8 µM; hit rate 1.1% among 370,000; AID 652010;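 active = inhibition above the mean over all tested compounds plus 3 SD, cut at about 3.6% in these data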;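 also: 0% = DAX-1 cells with DMSO and 100% = cells lacking DAX-1 with DMSO; higher inhibition means more luminescence from relief of DAX-1 repression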
# * hit, by the source's call; i = inactive; . = not tested or not shown.
item	Molecule	PG9 Ab binder	ssDAF12 agonist	ADAM10 inh	FXN GAA850 act	ADAM17 inh	SMARCA2 activ	hgDAF-12 ag	DAX1 inh-1	hcDAF12 agonist	NPR1 activator	DAX1 inh-2
1	CC(=O)Nc1ccc(NC(=O)C(C)c2cccc(C(=O)c3ccccc3)c2)cc1 (stereo not given)	-0.6	-1.6	8	-0.2	2	-1	0.7	-1.6	-3.0	-4	-0.5
2	O=C(NC1CCCCCCC1)c1cnccn1	-1.0	-0.9	4	-0.2	0	-1	-1.1	1.2	-1.1	3	-0.2
3	Cc1ccccc1C(=O)Nc1nnc(CC(=O)N/N=C/c2ccncc2)s1	3.5	-0.5	5	-0.8	1	-6	1.1	.	1.6	-1	0.3
4	CCOC(=O)Cc1csc(NC(=S)NC(=O)c2ccccc2)n1	-0.5	-1.9	-2	0.3	0	-1	3.3	0.6	-3.3	-2	-0.1
5	Cc1ccc(C)c(NC(=O)C2CCCN2C(=O)NC2CCCCC2)c1 (stereo not given)	-0.7	-1.8	2	-0.7	0	-1	-1.8	1.9	2.2	2	-0.6
6	CC(NC(=O)c1c(O)c2ccccc2n(C)c1=O)c1ccccc1 (stereo not given)	0.8	-0.1	0	2.6	-1	0	5.2	3.4	6.0*	-1	0.2
7	Cc1oc(-c2ccc(Cl)cc2)nc1CS(=O)CC(=O)NCCCN(C)C1CCCCC1 (stereo not given)	1.3	-1.2	-1	-1.1	-1	-2	0.3	-0.5	-1.7	15	-0.4
8	CCOC(=O)[C@H]1[C@H]2COc3ccc(C)cc3[C@@H]2N2C(=O)[C@@H](C)NC(=O)[C@@]12C	-0.8	-0.9	3	-0.1	0	2	1.5	-0.1	-1.4	-1	0.7
9	CC(C)[C@H](NC(=O)[C@@H]1Cc2c([nH]c3ccccc23)C2c3ccccc3C(=O)N21)C(=O)N1CCC[C@@H]1C(=O)O (stereo not given in full)	-0.5	-0.3	-110	-0.1	-25	3	0.6	4.2	5.7*	0	-0.9
10	CCCn1c2ccccc2c2nnc(SCc3[nH]c(=O)[nH]c3C(=O)CCCCC(=O)OCC)nc21	-0.4	-1.1	3	0.9	3	-1	0.6	-0.9	2.8	5	-0.4
11	Cc1ccc(NC(=O)C2(C)CCN2C(C)C)cc1C (stereo not given)	0.2	-0.8	-2	-2.8	-1	-4	-3.7	.	0.4	0	0.2
12	O=C(NC1CCN(c2ncccn2)CC1)c1ccccc1F	3.9	-1.6	-44	0.6	-16	-3	-4.2	-0.4	0.5	-2	-0.2
13	COc1ccc(NC(=O)COC(=O)C23CC4CC(CC(Cl)(C4)C2)C3)c(OC)c1	0.6	-0.6	5	-1.6	1	1	-0.7	-1.6	-0.4	-6	-0.2
14	CCOC(=O)c1[nH]c2ccc(OC)cc2c1NC(=O)c1ccc2c(c1)OCO2	-1.3	-1.3	7	-1.4	-2	1	-2.9	-1.1	-2.1	-3	-0.9
15	CN(C1=NC(=O)C(CC(=O)Nc2ccc(Br)cc2)S1)c1ccc(O)cc1 (stereo not given)	-1.9	-0.9	0	-2.1	4	-6	-0.4	0.6	-2.1	-1	-0.5
16	Cc1ccc(/C=N/N2C(=O)c3ccccc3NC2c2ccc(C)cc2)cc1 (stereo not given)	-1.9	-0.2	-136	6.5	-47	3	10.0	1.4	4.1	3	2.2
17	CCC(=O)Nc1ccc(NC(=O)c2ccc3c(c2)OCO3)cc1	2.3	-2.5	8	-9.8	-4	-1	-4.5	-1.1	-2.6	2	-0.8
18	CC(C)C[C@H](NC(=O)c1nc[nH]c1C(=O)NC1CCNCC1)C(=O)OCc1ccccc1	1.3	-1.1	-7	-0.4	-4	1	-0.2	0.0	-1.5	-2	-0.3
19	COc1ccc(CN2CC(=O)N3[C@H]4c5ccccc5OC[C@@H]4[C@H](c4ccccc4)[C@]3(C)C2=O)cc1	-1.7	-1.3	18	-0.2	3	0	1.2	-0.8	-1.5	-5	-0.5
20	Cc1nn(C)cc1CNC(=O)c1cc2n(n1)C(C(F)(F)F)CC(c1cccs1)N2 (stereo not given)	-1.0	-2.0	-5	-0.5	0	-3	-1.2	-1.4	-2.9	0	-1.2
21	CCc1nc(NCC2CC2)c2nnn(Cc3ccccc3)c2n1	5.7	-1.4	-19	2.1	-1	-1	-0.9	-0.7	0.2	4	-0.5
22	CC(=O)NCc1ccc(C(=O)COC(=O)COc2ccccc2)s1	-0.3	-1.4	-5	-2.5	-4	-1	-0.7	0.3	-0.9	-6	-1.9
23	FC(F)(F)c1ccc2c(c1)n(Cc1ccccc1)c1[n+]2CCCCC1	-1.5	-0.3	-4	3.4	-4	-5	-3.9	0.5	-1.7	-1	-0.4
24	Cc1cnc(NC(=O)CN2C(=O)C3CC=CCC3C2=O)s1 (stereo not given)	0.4	-1.0	6	1.3	-4	0	1.8	3.7	-1.4	0	0.5
25	Cc1ccc(S(=O)(=O)N(C)Cc2ccc(C(=O)N/N=C3\CCCC(=O)C3)cc2)cc1	-0.6	-1.0	-198	0.8	-70	-3	-1.3	-0.4	0.9	0	0.1
26	CCOC(=O)C1CCN(C(=O)C2CC(=O)N(c3ccc4c(c3)OCCO4)C2)CC1 (stereo not given)	-0.3	-1.0	-5	0.9	-5	-2	2.9	0.1	-0.5	1	0.0
27	COc1ccc2c(c1)c(CCN1C(=O)c3ccccc3C1=O)cn2C(=O)c1ccco1	0.1	-0.7	-13	-0.1	-3	0	0.9	-0.5	1.3	-5	0.8
28	O=C(Nc1c(Br)cc2c(c1Br)Cc1ccccc1-2)C(Cl)Cl	28*	-0.1	-10	1.4	-2	1	2.4	-0.8	4.2	14	0.8
29	CC1=C(C(=O)Nc2ccccc2)C(c2ccc(C)o2)N2C(=O)CSC2=N1 (stereo not given)	0.6	-1.1	-22	.	-8	0	-0.8	.	1.0	-9	-0.2
30	COc1cccc(-c2nn(-c3ccc(C)cc3)cc2C(=O)N2CCN(C3CCS(=O)(=O)C3)CC2)c1 (stereo not given)	0.0	-0.7	3	0.3	1	0	4.0	0.1	2.2	-3	-1.2
31	Cc1oc(-c2cccs2)nc1CN1CCN(Cc2ccc(F)c(F)c2)C(CCO)C1 (stereo not given)	0.3	0.6	-4	0.6	-3	-2	3.3	0.2	2.0	-1	-1.5
32	C/C(=N\NC(=O)C1CCCN(S(=O)(=O)c2ccccc2)C1)c1ccccn1 (stereo not given)	0.8	-1.6	11	-3.1	3	1	-1.1	-1.8	-2.9	4	-1.1
33	COc1cccc(CN2CCC(C(=O)N3CCC(C)CC3)CC2)c1	-1.2	-0.7	-4	1.6	0	-1	-0.7	1.6	-1.8	2	-1.0
34	OCC(CO)(CO)NCc1ccc(-c2ccccc2)cc1	0.1	-1.8	-8	0.3	-1	-2	1.1	-0.7	-3.6	0	0.2
35	Cc1ccc2nc(Cl)c(/C=N/Nc3ccc(C(=O)O)cc3)cc2c1	-5.5	3.0*	-144	2.3	-55	7	25*	-0.4	15*	1	11*
36	O=C(/C=C/c1ccccc1)N1CCN(c2ccccn2)CC1	-2.3	-1.3	-5	-0.1	0	1	-0.3	-0.4	0.8	-17	0.0
37	CCn1nccc1C(=O)Nc1ccccc1OC	-0.7	-1.6	3	0.1	1	3	0.1	0.0	-1.8	2	-0.4
38	O=C(Nc1cc(Cl)ccc1Cl)c1ccco1	0.2	-1.9	2	1.1	2	5	2.0	-0.7	-0.8	0	0.0
39	COC(=O)[C@]1(C)N[C@H](CN(C)C(C)=O)[C@@H]2C(=O)N(Cc3ccccc3)C(=O)[C@@H]21	-0.9	3.7*	1	0.3	3	-2	-1.4	0.1	-0.3	3	0.5
40	COc1cc(-c2nc(=S)[nH][nH]2)cc(OC)c1OC	1.1	-0.6	0	0.5	-1	-1	-1.3	-0.6	0.0	3	-0.3
41	Nc1c(C(=O)NCc2ccc(F)cc2)c2nc3ccccc3nc2n1CCCN1CCOCC1	1.3	-1.2	i	2.0	-232	-2	-0.9	-1.1	-1.8	-2	0.0
42	Cc1onc(-c2ccccc2)c1C(=O)N/N=C/c1cc(Br)c(O)c(Br)c1	-2.0	-0.7	-74	-0.2	-23	-1	-3.0	-0.2	-2.4	-3	-0.1
43	O=C1OCCN1C(=O)[C@H]1[C@H](c2ccc(F)cc2)C(c2ccc(F)cc2)=NN1c1ccccc1	1.2	-1.3	-54	-0.1	-16	0	1.0	0.2	-0.4	-8	-0.1
44	S=c1[nH]c2ccc3ccccc3c2[nH]1	0.4	-1.9	-11	1.5	-2	-3	-0.7	0.6	-0.7	3	0.2
45	Cc1ccc(NC(=O)c2cccnc2)c([N+](=O)[O-])c1	-0.1	-1.5	-4	-0.1	0	-1	0.1	-1.0	-1.6	2	-0.9
46	COc1ccc(/C=N/N(C)C2=NS(=O)(=O)c3ccccc32)cc1	-2.7	-0.9	4	0.4	0	7	-0.4	2.7	-2.9	-1	0.3
47	Cc1noc(C)c1S(=O)(=O)N(C)C[C@H]1OCc2cnnn2CCCC(=O)N([C@H](C)CO)C[C@@H]1C	-0.8	-0.8	-6	-0.5	7	-4	-3.1	3.2	2.3	3	0.5
48	Cc1cc(C(=O)CSc2nncs2)c(C)n1Cc1ccco1	0.8	-0.2	-1	4.2	1	5	16*	-2.1	4.9	-2	4.8*
49	N#C/C(=C\c1c(N2CCCCC2)nc2ccccn2c1=O)C(=O)NCc1ccco1	-1.1	-1.9	-217	2.5	-52	-2	1.5	0.8	-1.2	4	0.1
50	Cc1oc2nc(SCC(=O)NC3CCCCC3)nc(N)c2c1C	-0.7	-1.2	-8	1.3	-1	-1	-1.9	-0.7	-1.2	5	-0.6
51	Cc1ccc(-c2nn(C)c(=O)c3ccccc23)cc1CNC(=O)c1ccco1	-1.3	-0.7	-10	0.9	0	-1	-0.7	-0.2	0.6	-1	0.3
52	O=C(Nc1cccc(/C=C/c2ccccn2)c1)c1ccc(-n2cncn2)c([N+](=O)[O-])c1	-1.9	-1.4	3	-3.2	5	0	-5.9	-3.9	-2.8	5	-6.1
53	N#C/C(=C(/O)CCCl)c1ccccn1	1.3	-1.6	i	0.7	i	1	4.5	-0.2	-1.2	7	0.2
54	CC(C)(C)c1ccccc1OCC(=O)NCc1ccccc1	0.7	-1.8	3	1.4	0	-1	-3.1	-2.1	-0.2	-1	-0.1
55	COc1ccc2nc(NC(=O)CSc3nnc(N)s3)sc2c1	0.4	-1.4	-3	-1.4	-1	-1	-1.5	-0.8	0.3	2	0.7
56	Cc1cc(C)c(OCC(=O)OC(C)C(=O)N2CCc3ccccc32)c(C)c1 (stereo not given)	-2.1	-1.1	-7	2.7	4	0	-1.5	-1.5	-0.8	0	1.1
57	CCCNC(=O)/C(C#N)=C1\N=C(NC(=O)c2ccco2)c2ccccc21	-1.1	-0.8	-20	-0.6	-9	-1	-1.6	0.8	-1.9	5	0.8
58	CSc1ccc(-c2nc(CSCC(=O)NCCCN3CCCC3=O)c(C)o2)cc1	-1.1	-0.9	-23	-0.4	-6	-5	-0.2	-0.3	0.6	1	-0.6
59	COc1cccc(/C=C/c2ccccn2)c1O	0.6	0.1	-16	5.4	-7	2	16*	2.9	4.7	2	3.5
